Screening results: PubChem BioAssay, several laboratories
bCat nuc transl – beta-catenin nuclear translocation modulation. HeLa beta-catenin nuclear translocation, immunofluorescence imaging. hit rate 0.3% among 190,000. nuclear translocation activity, % at 5 µM. AID 1665;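 active = nuclear translocation activity above 50% at 5 µM, with a well cell count of 50 or more; inconclusive = wells under 50 cells across six images, flagged as toxic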;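 note: per-cell ratio of nuclear to cytoplasmic median beta-catenin stain intensity; plate controls were DMSO negative control for no effect and GSK-3 inhibitor IX positive control for full effect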
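Signal – beta-catenin immunofluorescence imaging with DAPI · Test system – human HeLa cell line · Dosing – 5 µM primary single dose, 0.1% DMSO, 0.02–20 µM confirmation series · Measure – % activation, nuclear-to-cytoplasmic median beta-catenin signal ratio per cell · Incubation – 24 h compound exposure at 37°C, 5% CO2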
T cell HTS – modulates CD8 T cell binding to vesicles | calls only at 7 µM | AID 2052 | 2C CD8+ T cell-vesicle binding, flow cytometry; stronger effect = lower value | hit rate 0.068% among 330,000;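 active = response, share of CD8 T cells binding vesicles, and their 90th percentile fluorescence all below set limits, cut at about 80% in these data, passing the limit was not always enough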
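Benchmarks: naked versus QL9-loaded vesicles / Assay system: purified 2C TCR transgenic mouse naive CD8+ T cells / Technique: high-throughput flow cytometry with anti-B7-1 and anti-CD8 staining / Timing: Cell–vesicle co-incubation 1.5 h at 37 °C, staining 20 min on ice / Read-out: percent CD8+ FL2 mean versus row control / Probe or stimulus: QL9-loaded Drosophila micro-vesicles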
WT yeast gro inh – growth inhibition of WT yeast, mitochondrial fusion screen. AID 1362. hit rate 2.1% among 190,000. inhibition, % at 10 µM. mitochondrial fusion phenotypic screen, WT strain; in the data active = inhibition above about 58%; tested in S. cerevisiae
West Nile antiviral – inhibition of WNV-induced cytopathic effect – cell-based, CPE readout (AID 1621); hit rate 0.02% among 290,000; West Nile virus-infected cells, CPE inhibition; higher % means a stronger effect; one-dose CPE inhibition, % at 10 µM; IC50 in µM for titrated hits; in the data active = a potency from the dose series; inconclusive = CPE inhibition mostly from about 3.7% at the one dose, without a potency; inactive = the rest, 99 in 100 with CPE inhibition below about 2.2%; note: strong numbers were not always called active
PhoP inhibition – inhibitors of PhoP regulon expression, primary screen, Salmonella Typhimurium, GFP reporter (AID 1863) | one-dose inhibition, % at 50 µM; IC50 in µM for titrated hits | hit rate 0.16% among 300,000 | S. Typhimurium PhoP-regulated promoter GFP reporter, 4 h; higher % means a stronger effect;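 active = inhibition over 29.93%, a cutoff 3 SD above the screen mean, later confirmed by dose response; inconclusive = inhibition over 29.93% but no dose response follow-up; inactive = inhibition at most 29.93% or unconfirmed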;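 note: 0% = low Mg2+ inducing control and 100% = high Mg2+ repressing control; strong numbers were not always called active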
RSV CPE inhibition – inhibition of RSV-induced cytopathic effect – HEp-2 cells, primary 10 µM value included (AID 2391); HEp-2 cells, RSV-induced CPE inhibition; higher % means a stronger effect; hit rate 0.13% among 310,000; CPE inhibition, % at 10 µM; hits with a dose series show IC50 in µM; in the data active = a potency from the dose series; inconclusive = CPE inhibition mostly from about 23% at the one dose, without a potency; inactive = the rest, 99 in 100 with CPE inhibition below about 21%; note: strong numbers were not always called active
Myeloid diff MLP – compounds promoting myeloid differentiation. ER-HoxA9 myeloid progenitors, lysozyme-GFP differentiation, flow cytometry. calls only at 10 µM. hit rate 1% among 360,000;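 active = normalized GFP-positive differentiation at or above the plate's own cutoff, the solvent-only control mean plus 3 SD; inconclusive = no clear call, values can overlap the other calls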;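 note: cells exposed to compound for four days before flow analysis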
Large T inhibition – TAg ATPase/helicase activity blockers – biochemical (AID 1903) | SV40 large T antigen ATPase/helicase inhibition assay; higher % means a stronger effect | inhibition, % at 20 µM; hits with a dose series show IC50 in µM | hit rate 0.39% among 310,000; in the data active = a potency from the dose series; inconclusive = inhibition mostly from about 32% at the one dose, without a potency; inactive = the rest, 99 in 100 with inhibition below about 32%; note: strong numbers were not always called active
Rac1 GTP hydrolysis – MgcRacGAP GTPase-activating activity inhibitors, confirmation, biochemical, ADP Hunter fluorescence; AID 624330; hit rate 0.6% among 340,000; MgcRacGAP-stimulated Rac1 GTP hydrolysis, ADP Hunter fluorescence; higher % means a stronger effect; GST-tagged Rac1 F28L mutant substrate; one-dose inhibition, % at 30 µM; IC50 in µM for titrated hits;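 active = first-screen hits whose inhibition reached a set limit at any dose in the follow-up dose series; inconclusive = inhibition above the set first-screen limit but never retested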;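 note: fluorescence reports GDP produced by GAP-driven GTP hydrolysis; strong numbers were not always called active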
WT yeast gro inh mutant strain – further read-out of WT yeast gro inh, marked with its call; inhibition, %; mitochondrial fusion phenotypic screen, mutant strain inhibition
bCat nuc transl cell count 5 µM – recorded beside bCat nuc transl, whose call it bears; cell count; measured here: cell count, cytotoxicity flag
T cell HTS vesicle-bound % – recorded beside T cell HTS, whose call it bears; double positive events, %; measured here: CD8+ vesicle-bound cell fraction;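 binding gate set so that unloaded-vesicle control wells show 10% double positive cells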
Myeloid diff MLP GFP+ MAC1+ % – also measured in Myeloid diff MLP; calls as there; GFP+ MAC1+ double positive, %; measured here: differentiation confirmed by MAC1 staining
An asterisk follows results filed as active; i = inactive; ? = inconclusive; · = not tested or not shown; + = active, no number.

SMILES	bCat nuc transl	bCat nuc transl cell count 5 µM	T cell HTS	T cell HTS vesicle-bound %	WT yeast gro inh	WT yeast gro inh mutant strain	West Nile antiviral	PhoP inhibition	RSV CPE inhibition	Myeloid diff MLP	Myeloid diff MLP GFP+ MAC1+ %	Large T inhibition	Rac1 GTP hydrolysis
CCOc1ncccc1C(=O)Nc1ccc(OC)c(S(=O)(=O)N2CCCCC2)c1	-0.5	1050	i	37	-4	3	-1.1%	4%	0.9%	i	0.7	4%	-2%
Cc1cccc(CSc2nnc(N)n2-c2ccccc2)c1	-0.9	1180	i	23	-7	-5	-0.8%	-3%	0.6%	i	0.5	10%	4%
O=C(CCl)NNc1cccc(Cl)n1	1.0	1377	i	29	16	40	0.2%	8%	0.9%	i	0.5	6%	15%
CCc1ccc(-c2nnn(CC(=O)N(C3CCCC3)C3CCS(=O)(=O)C3)n2)cc1 (centres undefined)	·	·	i	30	·	·	·	·	0.9%	i	0.8	·	5%
O=C(Nc1cccc(-c2csc(Nc3ccc(Cl)cc3)n2)c1)c1ccccc1	-1.5	1363	i	24	·	·	0.6%	2%	32%	i	0.3	2%	2%
CC(OC(=O)CN(C)S(=O)(=O)c1ccc(Cl)cc1)C(=O)Nc1ccc(N2CCOCC2)cc1 (centres undefined)	0.3	1145	·	·	0	5	-0.1%	-1%	·	i	1.4	21%	11%
CCOC(=O)CN1C(=O)S/C(=C\c2ccc(-c3cccc(C(=O)O)c3C)o2)C1=O	·	·	i	50	·	·	·	·	2.2%	i	0.8	24%	·
CN(C)S(=O)(=O)c1cc(NC(=O)c2ccc(-n3ccnc3)c([N+](=O)[O-])c2)ccc1Cl	·	·	i	32	·	·	0.2%	1%	7.2%	i	4.2	17%	1%
Cc1cc(NC(=O)c2cccc([N+](=O)[O-])c2)no1	0.3	1238	i	52	·	·	0.0%	·	·	i	0.5	11%	12%
O=C1/C(=C/c2ccc(O)c([N+](=O)[O-])c2)SC(=S)N1Cc1ccccc1	-5.1	1163	i	59	31	-7	0.2%	13%	16%	i	0.7	-12%	13%
CCOc1ccc(-n2c(C)nc(O)c2N=Nc2ccccc2)cc1	-1.7	1109	i	63	-9	3	0.0%	10%	2.9%	i	0.2	-4%	0%
COc1ccc(N2CCN(C(=O)c3c(Cl)cnn3C)CC2)cc1	·	·	i	11	·	·	-0.3%	-5%	0.0%	i	0.6	19%	16%
Cc1c(C(=O)N(Cc2ccco2)Cc2cccs2)oc2ccccc12	·	·	i	37	·	·	·	·	1.1%	i	1.8	·	10%
COc1ccc(-c2csc(Cc3nnc4n3CCCCC4)n2)cc1OC	-3.6	1006	i	50	-16	-3	0.2%	-1%	-0.6%	i	0.7	6%	11%
CCOC(=O)c1cc(-c2ccccc2)n(CC(=O)Nc2cc(OC)cc(OC)c2)c1C	-6.8	551	i	43	7	10	-1.6%	1%	3.6%	i	1.3	5%	8%
COC(=O)C1=C(C)N(Cc2ccc(OC)c(OC)c2)C(=O)C1	-0.7	1374	i	35	10	-16	-0.2%	0%	0.9%	i	0.8	15%	7%
Cc1ccc(C(=O)N2CCC(C(=O)c3ccc(Cl)cc3)CC2)cc1	·	·	i	62	·	·	-1.7%	-3%	7.5%	i	0.5	5%	6%
Cc1cc(C)nc(SCc2cc(=O)c(OC(=O)c3cccc([N+](=O)[O-])c3)co2)n1	3.8	993	i	4	14	19	0.1%	6%	2.2%	i	0.3	14%	2%
CCCCn1c(C(C)NC(=O)CCC)nc2ccccc21 (centres undefined)	1.4	956	i	27	0	-5	-0.1%	3%	-0.3%	i	0.8	4%	3%
CC1=[N+](C)c2c(ccc3cccnc23)C1(C)C	1.4	1065	·	·	82*	63*	?	·	·	?	·	·	0%
O=C(NCc1ccncc1)c1ccc(Cl)c(S(=O)(=O)N2CCCCC2)c1	-3.8	1030	i	40	-6	-4	-1.2%	-3%	8.8%	i	0.0	9%	-4%
O=C(NCCc1ccc(Cl)cc1)c1n[nH]c2ccccc12	-0.8	1096	i	35	13	-6	1.0%	1%	10%	i	0.6	-1%	-10%
COc1ccccc1N1CCN(C(=O)CSc2ncnc3c2cnn3-c2ccc(C)c(C)c2)CC1	1.6	1290	i	38	·	·	-0.4%	-6%	10%	·	·	·	·
CCc1ccc(OCC(=O)c2c(O)c3ccccc3oc2=O)cc1	-6.1	1103	i	23	1	-9	-0.3%	12%	1.6%	i	0.6	2%	0%
O=C(NCCc1ccccc1)c1cccc(N2C(=O)C3CC=CCC3C2=O)c1 (centres undefined)	1.2	1094	i	23	1	17	-0.3%	6%	2.2%	i	0.5	13%	8%
CC(C)CNc1nc(N)c([N+](=O)[O-])c(NC2CCCCC2)n1	·	·	i	57	·	·	-0.7%	-8%	2.7%	i	0.4	11%	10%
CCn1c(C(=O)N2CCC(C(=O)NCc3ccc(OC)cc3)CC2)cc2sccc21	·	·	i	12	·	·	-0.6%	-10%	?	i	1.5	7%	12%
CN(CC(=O)N1CCc2ccccc21)S(=O)(=O)c1ccc(Br)s1	·	·	i	36	12	4	0.0%	-6%	11%	i	1.3	9%	0%
O=C(CN1C(=O)c2cccc3cccc(c23)C1=O)N1CCCCCC1	·	·	i	13	-5	-13	-0.6%	-1%	1.5%	i	0.8	7%	10%
CCOC(=O)Cc1nnc(NC(=O)C(CC)Sc2nc(C)cc(=O)[nH]2)s1 (centres undefined)	-3.2	1164	i	32	7	7	0.3%	3%	1.8%	i	1.4	2%	9%
COc1ccc(S(=O)(=O)Nc2nc3c(s2)C(=O)CC(C)(C)C3)cc1	·	·	i	40	·	·	0.2%	1%	1.5%	i	1.1	-2%	-5%
NC(=O)c1c(NC(=O)c2cccnc2Cl)sc2c1CCCC2	-1.1	539	+	7.1*	-17	16	0.0%	0%	5.8%	i	1.3	9%	4%
CNS(=O)(=O)c1cc(NC(=O)CCNC(=O)c2ccco2)ccc1C	·	·	i	12	·	·	-0.2%	1%	2.5%	i	1.5	1%	1%
C=CCn1c(SCC(=O)c2ccc(OC)cc2)nnc1-c1ccc2c(c1)OCO2	-3.8	534	i	36	-10	-13	-1.1%	6%	2.8%	i	0.5	12%	4%
CCC(C)[C@H](NC(=O)Nc1ccc2c(c1)OCCO2)C(=O)OC (some centres undefined)	-0.2	1418	i	40	·	·	0.5%	-3%	1.4%	i	1.0	3%	2%
O=C(OCc1cccnc1)C1=Cc2ccccc2OC1	-0.2	1461	i	15	11	11	0.1%	-10%	0.4%	i	0.2	0%	6%

Part of the list above in a different format:
| Structure | bCat nuc transl | bCat nuc transl cell count 5 µM | T cell HTS | T cell HTS vesicle-bound % | WT yeast gro inh | WT yeast gro inh mutant strain | West Nile antiviral | PhoP inhibition | RSV CPE inhibition | Myeloid diff MLP | Myeloid diff MLP GFP+ MAC1+ % | Large T inhibition | Rac1 GTP hydrolysis |
| --- | --- | --- | --- | --- | --- | --- | --- | --- | --- | --- | --- | --- | --- |
| COc1ccc(S(=O)(=O)Nc2nc3c(s2)C(=O)CC(C)(C)C3)cc1 | · | · | i | 40 | · | · | 0.2% | 1% | 1.5% | i | 1.1 | -2% | -5% |
| CC(C)CNc1nc(N)c([N+](=O)[O-])c(NC2CCCCC2)n1 | · | · | i | 57 | · | · | -0.7% | -8% | 2.7% | i | 0.4 | 11% | 10% |
| CNS(=O)(=O)c1cc(NC(=O)CCNC(=O)c2ccco2)ccc1C | · | · | i | 12 | · | · | -0.2% | 1% | 2.5% | i | 1.5 | 1% | 1% |
| CCc1ccc(OCC(=O)c2c(O)c3ccccc3oc2=O)cc1 | -6.1 | 1103 | i | 23 | 1 | -9 | -0.3% | 12% | 1.6% | i | 0.6 | 2% | 0% |
| CCC(C)[C@H](NC(=O)Nc1ccc2c(c1)OCCO2)C(=O)OC (some centres undefined) | -0.2 | 1418 | i | 40 | · | · | 0.5% | -3% | 1.4% | i | 1.0 | 3% | 2% |
| O=C(NCCc1ccccc1)c1cccc(N2C(=O)C3CC=CCC3C2=O)c1 (centres undefined) | 1.2 | 1094 | i | 23 | 1 | 17 | -0.3% | 6% | 2.2% | i | 0.5 | 13% | 8% |

Compounds listed so far containing a furan ring, fused or not:
SMILES	bCat nuc transl	bCat nuc transl cell count 5 µM	T cell HTS	T cell HTS vesicle-bound %	WT yeast gro inh	WT yeast gro inh mutant strain	West Nile antiviral	PhoP inhibition	RSV CPE inhibition	Myeloid diff MLP	Myeloid diff MLP GFP+ MAC1+ %	Large T inhibition	Rac1 GTP hydrolysis
CCOC(=O)CN1C(=O)S/C(=C\c2ccc(-c3cccc(C(=O)O)c3C)o2)C1=O	·	·	i	50	·	·	·	·	2.2%	i	0.8	24%	·
Cc1c(C(=O)N(Cc2ccco2)Cc2cccs2)oc2ccccc12	·	·	i	37	·	·	·	·	1.1%	i	1.8	·	10%
CNS(=O)(=O)c1cc(NC(=O)CCNC(=O)c2ccco2)ccc1C	·	·	i	12	·	·	-0.2%	1%	2.5%	i	1.5	1%	1%
